HSP90 inh – inhibitors of HSP90 luciferase refolding in rabbit reticulocyte lysate | luciferase refolding luminescence, 3 h | inhibition, % at 5.6 µM | hit rate 0.91% among 290,000;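 active means inhibition above the screen-wide mean plus 3 SD, computed separately per campaign, cut at about 16% in these data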;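 further: 0% = DMSO wells and 100% = 60 µM geldanamycin wells; inhibitors lower the luminescence because luciferase stays unfolded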
IEC-6 cytotox – IEC-6 cytotoxicity, counter-screen for KLF5 inhibitors | luminescence viability | hit rate 0.78% among 290,000 | AID 1825 | inhibition, % at 5 µM; in the data active means inhibition above about 22%;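 further: 0% = plate median of test compound wells and 100% = cytotoxic reference compound wells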
AI-2 QS mod – Vibrio harveyi AI-2 quorum sensing modulation; Vibrio harveyi JMH597 AI-2 luminescence/OD600 ratio, 9 h; stronger effect = lower value; strain lacks LuxN and CqsS sensors; 0 = neutral-control median; activity change, % at 7.5 µM; hit rate 0.4% among 300,000; AID 2094; in the data active means activity change below about -75%, passing the limit was not always enough; inconclusive means no clear call, values can overlap the other calls;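 further: luminescence divided by OD600 gain over 9 h not by final OD600 alone; inactives centre near 13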
HSF1 inhib – HSF1 inhibition; NIH3T3-HGL HSE-luciferase, MG132-induced, luminescence 8 h; stronger effect = lower value; activity change, negative = inhibition, % at 7.5 µM (by protocol); hit rate 0.77% among 300,000; AID 2098;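 active means more than half of replicate wells show activity change below -50%, luminescence cut by over half; inconclusive means some wells, but at most half, below -50%; inactive means no replicate well below -50%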;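 further: luciferase reports HSF-1 transcriptional activity via heat shock element; 0% = median of DMSO wells and -100% = zero luminescence signal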
GSK3A inh – human GSK-3 alpha kinase inhibition. P49840. ADP-Glo luminescence, 60 min. inhibition, % at 10 µM. hit rate 0.1% among 320,000;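 in the data active means inhibition above about 50%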;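 further: GST-tagged GSK-3 alpha with peptide substrate and 25 µM ATP; 0% = DMSO neutral wells and 100% = GW8510 positive control wells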
Target sequence (P49840 whole entry, looked up): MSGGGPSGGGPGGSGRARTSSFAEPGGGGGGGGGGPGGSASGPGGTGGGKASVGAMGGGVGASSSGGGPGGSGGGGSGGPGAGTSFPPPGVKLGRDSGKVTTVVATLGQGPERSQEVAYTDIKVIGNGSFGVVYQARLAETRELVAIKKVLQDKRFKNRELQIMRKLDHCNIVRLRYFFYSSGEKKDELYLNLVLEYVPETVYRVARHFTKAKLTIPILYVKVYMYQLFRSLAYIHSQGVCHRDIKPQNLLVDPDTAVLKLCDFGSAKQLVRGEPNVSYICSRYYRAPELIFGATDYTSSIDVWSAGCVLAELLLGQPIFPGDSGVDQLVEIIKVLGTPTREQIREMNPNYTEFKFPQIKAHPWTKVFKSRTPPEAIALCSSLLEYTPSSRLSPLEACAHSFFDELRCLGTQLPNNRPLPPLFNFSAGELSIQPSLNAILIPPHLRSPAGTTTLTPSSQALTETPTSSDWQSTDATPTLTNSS
GSK3beta inhib – inhibitors of human GSK3beta kinase; hit rate 0.038% among 300,000; P49841; AID 2097; activity score (negative = inhibition), % at 10 µM; GST-GSK3beta kinase, ADP-Glo luminescence, 60 min; stronger effect = lower value;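 active means more than half of replicate wells score below -50%, meaning over 50% inhibition versus plate controls; inconclusive means some replicates but at most half score below -50%; inactive means no replicate scores below -50%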;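 further: 0% = median DMSO wells and -100% = median GW8510 positive control wells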
Target sequence (P49841 whole entry, looked up): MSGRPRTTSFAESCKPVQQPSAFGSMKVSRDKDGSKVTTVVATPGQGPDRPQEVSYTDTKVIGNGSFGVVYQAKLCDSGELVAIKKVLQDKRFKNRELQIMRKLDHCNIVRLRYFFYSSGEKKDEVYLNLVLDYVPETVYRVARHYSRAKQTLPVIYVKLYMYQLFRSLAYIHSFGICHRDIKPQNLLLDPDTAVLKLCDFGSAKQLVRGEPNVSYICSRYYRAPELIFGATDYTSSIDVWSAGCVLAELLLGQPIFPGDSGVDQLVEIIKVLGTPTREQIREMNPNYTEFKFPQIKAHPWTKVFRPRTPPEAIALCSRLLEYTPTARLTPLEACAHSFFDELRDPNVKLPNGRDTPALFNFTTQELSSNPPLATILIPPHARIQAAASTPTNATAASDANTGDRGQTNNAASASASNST
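Test system: GST-tagged human GSK3beta kinase, cell-free; evaluation: activity score scaled between in-plate DMSO and GW8510 controls; measured by: ADP-Glo luminescence; incubation: 60 min reaction, RT; benchmarks: DMSO and 20 µM GW8510; reagent: peptide substrate plus 25 µM ATP (final); medium: Tris/MgCl2 kinase buffer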
PolyA inhibitor – yeast polyadenylation inhibition | AID 1875 | hit rate 0.02% among 300,000 | S. cerevisiae SKY197-pL101 polyadenylation reporter, beta-gal luminescence; efflux-impaired pdr1/pdr3 knockout yeast; score 100 = 6 SD above DMSO | calls only at 12 µM;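 active means lowest replicate activity score at least 50, where 100 means six control SD above control mean; inconclusive means lowest score under 50 but half or more replicates reach 50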;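 further: yeast exposed to compound for 9 h at 30 °C; higher score means more reporter readthrough which indicates perturbed polyadenylation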
aSyn UTR inh – MLPCN primary screen, SNCA 5' untranslated region | alpha-synuclein 5'UTR reporter, inhibitor activity | inhibition, % (tested at 7.5 µM) | hit rate 0.82% among 300,000 | AID 1813; in the data active means inhibition above about 60%; inconclusive means no clear call, values can overlap the other calls;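 further: H4 neuroglioblastoma cells stably carrying SNCA 5'UTR luciferase fusion; 0% = DMSO wells and 100% = positive control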
HSF1 activator – increases HSF-1 driven luciferase reporter signal; NIH3T3-HGL HSF-1 luciferase reporter, MG132, 8 h; 100% = twice DMSO control signal; activation, % at 9 µM; hit rate 1.7% among 300,000; AID 504408;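 active means mean replicate activation of at least 50% with a set share of replicates each reaching 50%; inconclusive means only one of those two conditions met; inactive means mean below 50% and too few replicates reaching it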;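 further: 0% = median of the neutral control wells and 100% = twice that signal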
KLF5 inh – inhibitors of KLF5 expression; AID 1700; inhibition, % at 5 µM; DLD-1 KLF5 promoter-luciferase reporter, luminescence; hit rate 0.23% among 290,000;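 active means inhibition above a per-plate limit of that plate's mean compound inhibition plus 3 SD, cut at about 60% in these data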;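 further: 0% = DMSO wells and 100% = LY294002 at 200 µM; higher means less KLF5 promoter-driven luciferase light; inactives centre near -14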
* marks the source's active call; other numbers are inactive results; i = inactive; ? = inconclusive; / = no result given.

SMILES	HSP90 inh	IEC-6 cytotox	AI-2 QS mod	HSF1 inhib	GSK3A inh	GSK3beta inhib	PolyA inhibitor	aSyn UTR inh	HSF1 activator	KLF5 inh
c1ccc(COc2cccc(CNCc3cccnc3)c2)cc1	5	2	20	8	-1	1	i	17	7	-18
Cc1[nH][nH]c(=O)c1C(c1ccc(Cl)cc1)c1c(C)[nH][nH]c1=O	0	-2	2	4	-1	-6	i	5	3	-38
Cc1ccc2nc(-c3ccc(F)cc3)nc(SCC(=O)NCC3CCCO3)c2c1 (stereo unspecified)	1	1	14	4	0	-1	i	19	23	-10
O=C(CSc1n[nH]c(-c2cccnc2)n1)Nc1ccccc1[N+](=O)[O-]	-1	3	47	4	6	-4	i	1	4	-8
CCC(=O)N1CCN(c2ccc(NC(=O)c3ccc([N+](=O)[O-])o3)cc2)CC1	5	97*	63	-76*	/	0	i	?	-80	4
O=c1cc2ncc(-n3cc([N+](=O)[O-])cn3)cn2[nH]1	-5	-6	27	5	-1	1	i	3	9	-19
O=S(=O)(c1ccc2ccccc2c1)N1CCCCC1	0	7	36	5	-2	-1	i	12	-2	-10
COc1ccc(C(=O)NCCCn2cccn2)cc1OC1CCN(C(C)=O)CC1	2	-3	9	-10	/	0	i	2	-20	-7
COc1ccc(OC)c(NC(=O)NNC(=O)c2cc3occc3[nH]2)c1	-4	-8	4	-3	2	-1	i	19	-2	-13
CS(=O)(=O)N(CC(=O)NCc1ccco1)c1ccccc1Cl	-3	-6	12	1	-1	2	i	-11	-2	-24
CSc1ccc(CCNC(=O)CCc2nnc3ccc(N4CCCC4)nn23)cc1	-1	1	3	3	-1	1	i	-3	0	-20
COc1ccc(SCCN2CCN(CC(C)C)CCC2=O)cc1	/	/	13	1	-2	0	i	-40	-15	/
CCOc1ccc2nc(NCCNC(=O)Nc3cccc(C)c3)c(C#N)cc2c1	-3	-3	4	-2	-3	-4	i	21	8	-22
CCOc1ccc(OCC)c(NC(=O)CSc2nc3c(c(=O)n(C)c(=O)n3C)n2CC)c1	0	-1	8	-2	1	4	i	29	-10	-2
COc1cc(OC)cc(-c2nc(SCC(=O)Nc3ccccc3F)n[nH]2)c1	3	-11	10	3	2	-1	i	4	21	-4
O=C(Oc1c(Br)cc([N+](=O)[O-])cc1Br)c1cccnc1	1	2	12	5	/	1	i	24	22	-6
NC(=O)Cn1c(=O)n(C2CCCCC2)c(=O)c2c3c(sc21)CCCCC3	1	-4	9	6	/	-6	i	5	42	-4
CC1Cc2ccccc2N1C(=O)CSc1nnc(-c2ccccc2)c(-c2ccccc2)n1 (stereo unspecified)	4	-3	17	11	-2	2	i	-15	33	-9
O=C(c1ccc([N+](=O)[O-])cc1)N1CCN(C(=O)c2cccnc2)CC1	-5	-3	31	-3	0	1	i	10	21	-13
CCOc1ccc(Br)cc1C(=O)Nc1ccc(C(=O)NCC(C)C)cc1	0	2	29	-7	4	2	i	54	-12	-5
CC(NC(=O)c1ccccc1)C(=O)N/N=C/c1ccco1 (stereo unspecified)	6	-1	-7	-8	-1	1	i	-4	-6	-13
CCCCc1nc2sc3c(=O)n(N)cnc3c2c2c1CCCC2	5	-1	23	0	0	-1	i	-4	3	1
CCOC(=O)C(C)n1cnc2sc3c(c2c1=O)CCC3 (stereo unspecified)	3	-3	-1	5	-1	-1	i	5	-3	-34
O=C(O)C1C2C=CC(O2)C1C(=O)NCc1ccccc1Br (stereo unspecified)	-3	1	13	-7	-3	2	i	11	-11	-22
O=C(OCC(=O)c1ccc(Cl)s1)c1ccc(CO)cc1	/	/	4	18	-2	1	i	10	38	/
CN(CC(=O)Nc1ccc(F)cc1)C(=O)c1cccc(S(=O)(=O)N2CCN(c3ccc(F)cc3)CC2)c1	/	/	0	8	-3	1	i	-14	8	/
Cc1ccc(C)c(CSc2nnc(-c3cccnc3)n2N)c1	5	2	16	3	-2	1	i	-16	25	-28
O=C(NC(=S)Nc1ccccc1)c1ccc(-c2ccccc2)cc1	2	0	16	3	0	-1	i	-102	4	-29
COc1cc(C(=O)NCC(c2cccs2)N2CCc3ccccc32)cc(OC)c1OC (stereo unspecified)	/	/	19	27	1	-2	i	12	36	/
CC(CS(=O)(=O)c1ccccc1[N+](=O)[O-])N1CCOCC1 (stereo unspecified)	1	-3	0	1	-2	-5	i	-70	2	-16
COc1ccc(S(=O)(=O)N2c3ccccc3OCC2C)cc1 (stereo unspecified)	4	79*	12	-15	2	1	i	39	-15	84*
CCC1(CC)NC(=O)N(CC(=O)OCC(=O)NC(=O)c2ccccc2)C1=O	3	8	0	-2	-3	4	i	-11	14	-4
O=C(CSc1nncs1)NC(=O)Nc1ccc2c(c1)OCCO2	-1	0	8	12	4	1	i	-134	34	-86
Cc1nn(CC(=O)NCCN2CCOCC2)c(=O)c2cc3sccc3n12	0	0	47	-1	/	0	i	0	-4	-32
CC(=O)N1CCOCCOCCN(C(C)=O)CCOCC1	-6	-1	0	0	-1	2	i	15	1	22
CC(=O)c1c(C)n(C)c2ccc(OC(=O)c3ccc([N+](=O)[O-])cc3)cc12	0	-2	6	-7	0	-1	i	0	-4	-10
Cc1cc(=O)oc2cc(OCC(=O)NCCN3CCOCC3)ccc12	1	0	1	-3	-2	0	i	-12	-4	-8
COc1cc(OC)c(OC)cc1CNC(=O)c1cc(=O)[nH]c2ccccc12	2	8	1	7	4	-3	i	21	16	-24
CC(C)CC(NC(N)=O)C(=O)Nc1ccc(Cl)c(Cl)c1 (stereo unspecified)	-2	-4	17	1	0	2	i	12	-7	-27
N#CC1(c2ccccc2)CCCN1C(=O)c1ccccc1Br (stereo unspecified)	3	1	15	0	5	5	i	18	11	-22
N#Cc1nc(-c2ccco2)oc1NCc1ccc(F)cc1	-1	-1	-52	-1	3	-2	i	15	-5	-34
CCOc1ccc(C(=O)NC2CCN(CC(=O)NCc3cccs3)CC2)cc1	-3	-4	14	-3	-3	-3	i	4	11	-30
C/C(=N\NC(=O)c1c(C)nc2ccccn12)c1ccc(C(C)(C)C)cc1	2	3	5	-55*	-1	1	i	-98	-62	-37
COC(=O)Cn1c(=NC(=O)c2ccc(Cl)s2)sc2cc(C)ccc21	4	1	18	1	-4	0	i	-184	-17	12
CCn1c(SCC(N)=O)nc2sc3c(c2c1=O)CCN(C)C3	2	3	25	/	4	1	i	/	/	18
Fc1cccc(Cn2ccc(-c3ccc4c(c3)OCO4)n2)c1	1	-3	-36	25	0	2	i	-97	?	-32
CC(=O)N(C)c1ccc(NCc2cc(=O)oc3cc(C)c(O)cc23)cc1	-1	3	-11	-7	-2	1	i	10	-3	-23
COc1cc(CN2CCSCC2)c([N+](=O)[O-])cc1OC	-2	-3	23	-3	2	3	i	22	-2	-15
N#Cc1c(NC(=O)CN2CCN(C(=O)c3ccco3)CC2)sc2c1CCCCC2	1	-3	2	7	1	1	i	34	20	-10
CCCCc1c(C)nn(-c2nnc3c4ccccc4n(C)c3n2)c1C	0	0	2	5	-1	4	i	-96	23	-43
COCCNC(=S)N/N=C/c1ccc(N2CCOCC2)cc1	0	3	15	54	3	0	i	-35	?	-40
COc1cc(/C=N/NC(=O)c2cccs2)ccc1O	-4	3	-24	9	6	0	i	-59	41	-99
O=C1CNC(=O)N1CC(O)Cn1c2ccccc2c2ccccc21 (stereo unspecified)	-2	-1	12	-9	-3	-1	i	15	0	4
Cc1cc(OCC(=O)NCCO)cc(C)c1Cl	-2	7	30	-47	-5	-1	i	4	-60	-3
Cn1c(CN2CCOCC2)nnc1SCC(=O)NCCc1ccccc1	-4	0	-5	-4	0	1	i	-4	1	-3
COc1cc(C(=O)N/N=C2\CCS(=O)(=O)c3ccc(F)cc32)cc(OC)c1OC	-1	7	24	6	0	-2	i	-6	-4	-13
Cc1ccc(NC(=O)COC(=O)CCC(=O)c2ccc(C(C)(C)C)cc2)c([N+](=O)[O-])c1	-4	-6	3	1	-4	0	i	10	3	10
COc1ccc(C)cc1NC(=O)C(OC(=O)C1CC1)c1ccccc1 (stereo unspecified)	3	3	9	0	-1	3	i	-6	4	-4
CN(NC(=O)C1CC(=O)N(c2ccccc2)C1)C1=NS(=O)(=O)c2ccccc21 (stereo unspecified)	-2	-3	7	-3	-3	1	i	-9	4	5
Cc1ccc(-c2nn(CCC(=O)O)cc2CCC(=O)O)cc1	2	0	-5	-1	-3	-4	i	2	9	-14

Additional results
SMILES	HSP90 inh	IEC-6 cytotox	AI-2 QS mod	HSF1 inhib	GSK3A inh	GSK3beta inhib	PolyA inhibitor	aSyn UTR inh	HSF1 activator	KLF5 inh
Cc1ccnc(SC2CC(=O)N(c3ccc([N+](=O)[O-])cc3)C2=O)n1 (stereo unspecified)	1	-4	-1	-2	0	-3	i	2	-8	-20
CCN(CC)CCCN1C(=O)C(O)=C(C(=O)c2ccco2)C1c1ccc(C)o1 (stereo unspecified)	2	0	13	-3	-3	2	i	-13	-10	-2
Cc1ccc(-c2nc(CSCC(=O)Nc3cc(C)on3)c(C)o2)cc1	3	-6	-3	0	0	3	i	20	11	-15
Cc1ccc(CCNC(=O)CN2C(=O)COc3ccc(S(=O)(=O)N4CCC(C)CC4)cc32)cc1	-3	-9	28	5	-3	-1	i	-4	18	-44
Cc1ccc(C2=CC(c3ccccc3)n3ncnc3N2)cc1 (stereo unspecified)	/	/	7	4	-1	3	i	-12	-6	/
COc1ccc(CCNC(=O)CSc2nnc(CNC(=O)c3ccco3)o2)cc1OC	1	-3	11	-9	2	2	i	10	-1	-21
Cc1cc(C)cc(NC(=O)Nc2ccc3ccccc3n2)c1	4	4	25	-1	-3	-3	i	-14	6	-10
O=C(NCC1CCN(Cc2ccc(F)cc2)CC1)Nc1cc(F)ccc1F	-8	-8	-6	-4	2	-4	i	-11	-2	-49
N=c1n(CCN2CCCC2)c2ccccc2n1CC(O)c1ccco1 (stereo unspecified)	4	-3	16	4	0	0	i	15	11	-11
Cc1sc2c(c1C)c(=O)n(-c1ccc(Cl)cc1)c(=O)n2Cc1cc(=O)n2ccccc2n1	0	-4	14	-3	-3	-1	i	4	-6	-23
Cc1ccc(Nc2nc(C(=O)N3CCC(C(=O)NC(C)C)CC3)cs2)cc1	2	-2	30	12	-2	2	i	-8	4	-25
CCOc1ccccc1NS(=O)(=O)c1cc2c3c(c1)CC(=O)N3CCC2	4	8	6	0	-3	-2	i	10	1	-28
O=C(Oc1ccccc1F)c1ccc2c(=O)n3c(nc2c1)CCC3	/	/	-5	0	0	1	i	-13	15	/

Only part of the results is shown; count on the stated rates, not on these rows.
